TDP-43 yeast inh – rescues yeast growth from TDP-43 toxicity; TDP-43 expressing yeast growth rescue, BacTiter-Glo, 24 h; Potency, µM (doses to about 46.1 µM), without a hit: at the highest dose growth rescue (activation), most hits filed as activators; hit rate 1.8% among 410,000; further: % of control where 0% means no effect; nearly all actives have a fitted effect of over 50% in size
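Yeast cells expressing TDP-43 under galactose induction are exposed to compounds for 24 hr at 30 deg C. BacTiter-Glo luminescence measures growth, so protective compounds score as activators.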
KB-3-1 cytotox – KB-3-1 parental cell cytotoxicity; KB-3-1 viability, CellTiter-Glo ATP luminescence, 72 h; Potency, µM (highest dose often 46.1 µM), for the others: top-dose activity change, negative = cytotoxic, most hits filed as cytotoxic; hit rate 1.4% among 400,000; further: on the % scale 0 is the no-effect control and ±100 the full control effect; nearly all actives have a fitted effect of over 60% in size
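72 h, 37 °C compound treatment of KB-3-1 parental cells; CellTiter-Glo added, 10 min, luminescence read. Data corrected against DMSO-only plates and normalized before curve fitting.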
GLP1R ag – GLP-1 receptor (human) agonism; P43220; HEK293 GLP-1R CRE-luciferase, luminescence, 4-6 h; cells express a hypersensitive GLP-1R form; Potency, µM (doses to about 45.6 µM), inactives show at the top dose activation, hits mostly activators; hit rate 0.007% among 380,000; further: % of control where 0% means no effect
Target sequence (P43220 whole entry, looked up): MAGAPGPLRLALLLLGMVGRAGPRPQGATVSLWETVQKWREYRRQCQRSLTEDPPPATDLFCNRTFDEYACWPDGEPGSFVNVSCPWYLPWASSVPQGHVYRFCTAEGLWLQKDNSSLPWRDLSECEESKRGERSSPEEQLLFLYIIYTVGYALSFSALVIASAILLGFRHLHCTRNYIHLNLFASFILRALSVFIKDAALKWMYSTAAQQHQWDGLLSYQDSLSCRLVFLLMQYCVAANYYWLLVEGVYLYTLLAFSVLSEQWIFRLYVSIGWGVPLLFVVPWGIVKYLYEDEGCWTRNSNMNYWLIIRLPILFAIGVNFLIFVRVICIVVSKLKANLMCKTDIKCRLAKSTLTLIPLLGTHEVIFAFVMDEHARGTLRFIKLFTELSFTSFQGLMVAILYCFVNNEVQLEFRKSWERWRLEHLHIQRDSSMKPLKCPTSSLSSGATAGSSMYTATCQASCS
HT1080 IDH1KD tx – HT-1080 IDH1 knockdown cell toxicity (counter line); HT-1080 IDH1 knockdown viability, ATP luminescence, 48 h; Potency, µM (series often up to 46.1 µM), for inactives: at the top dose activity, negative = toxicity, most hits filed as cytotoxic; hit rate 2% among 360,000;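 further: 0% = DMSO wells and -100% = cell-free medium wells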
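In this qHTS, HT-1080 cells depleted of IDH1 are exposed for 48 h at 37 °C to compound titrations. Toxicity is scored from CellTiter-Glo luminescence, with DMSO as full viability and medium alone as none.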
GLP-1R inv ag – inverse agonists of human GLP-1 receptor. HEK293 GLP-1R CRE-luciferase, luminescence, 24 h; GLP-1R form is constitutively active. P43220. hit rate 1.6% among 410,000. Potency, µM (doses to about 38.3 µM), without a hit: at the highest dose activity change, negative = inhibition, usual class: inhibitors; further: on the % scale 0 is the no-effect control and ±100 the full control effect; nearly all actives have a fitted effect of over 55% in size
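HEK293 cells stably co-expressing a cAMP-responsive luciferase reporter and constitutively active GLP-1R were seeded, incubated 12 h, then exposed to compounds for 24 h at 37 C. Luminescence was read 12 min after detection reagent; inverse agonists lower signal.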
SW480 rerep – induces DNA re-replication in SW480 colon adenocarcinoma cells | SW480 DNA re-replication, Hoechst DNA content imaging, 48 h | Potency, µM (titrated, usually from 46.1 µM), inactives show at the top dose re-replication activation, actives largely listed as activators | hit rate 1.8% among 340,000; further: % of control where 0% means no effect; nearly all actives have a fitted effect of over 55% in size
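Treated cells incubate 48 hr (37 C, 5% CO2), are stained 40 min with Hoechst, and nuclear fluorescence is enumerated; a rise in nuclei with high DNA signal marks re-replication.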
HEK293 tox – cytotoxicity counter-screen for GLP-1 receptor inverse agonists; HEK293 cAMP-luciferase reporter cells, luminescence, 24 h; Potency, µM (highest dose often 38.3 µM), inactives show at the top dose activity change, negative = inhibition, most hits filed as inhibitors; hit rate 0.13% among 410,000; AID 624418;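 further: loss of luciferase light is scored as toxicity; on the % scale 0 is the no-effect control and ±100 the full control effect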
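Luminescence readout: signal drop marks cytotoxicity. Plated cells grew 12 h at 37 °C, 5% CO2, received 23 nL compound for 24 h, then got luciferase reagent, read after 12 min at RT.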
KB-V1 cytotox – kills drug-selected multidrug resistant KB-V1 cells. KB-V1 MDR cells viability, CellTiter-Glo, 72 h. Potency, µM (doses to about 46.1 µM), for inactives: at the top dose activity change, negative = cytotoxicity, most hits filed as cytotoxic. hit rate 3.4% among 400,000. AID 1347076; further: on the % scale 0 is the no-effect control and ±100 the full control effect; nearly all actives have a fitted effect of over 60% in size
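Potencies derive from concentration-effect curves fitted to normalized luminescence (CellTiter-Glo) of KB-V1 cells treated for 72 h at 37 degrees C in phenol-red-free DMEM containing 10% FBS.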
HT1080NT lethal – kills 2HG-producing HT-1080-NT fibrosarcoma cells | HT-1080-NT fibrosarcoma viability, CellTiter-Glo ATP luminescence, 48 h | Potency, µM (series often up to 46.1 µM), for inactives: top-dose activity, negative = less viability, hits mostly cytotoxic | hit rate 1.6% among 360,000 | AID 686970;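 further: NT is the 2HG producing partner of a matched IDH1 knockdown line; 0% = DMSO-treated cells and -100% = media-only wells without cells; nearly all actives have a fitted effect of over 55% in size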
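Viability of the 2HG-overproducing fibrosarcoma line after 48 hours of compound exposure at 37 degrees C was determined by luminescence with CellTiter-Glo, and concentration-effect curves were then fitted and categorized.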
* = called active by the depositor; [ ] = remark or other dose. The call rests on the fitted dose curve; in most records, active means well fitted curve in the direction sought with a large enough effect; inconclusive means small, poorly fitted or top-dose-only effect, or another doubt; inactive means no such curve, though single readings can be large; an effect the other way counts as inactive or inconclusive. Potency means the concentration at half of the fitted maximal effect.

How did CCOC(=O)C1=C(COC(=O)[C@@H]2CCCN2S(=O)(=O)c2ccc(C)cc2)NC(=O)NC1C (some centres undefined) do in these assays?
TDP-43 yeast inh: 7.9%; GLP1R ag: -3.2%; HT1080 IDH1KD tx: -1.7%; GLP-1R inv ag: 16.2%; SW480 rerep: -0.1%; HEK293 tox: 13.0%; HT1080NT lethal: -10.3%

How did CCN(CC)c1ccc(NC(=O)c2[nH]c(C)c(C(C)=O)c2C)c(C)c1 do in these assays?
TDP-43 yeast inh: -1.7%; KB-3-1 cytotox: 15.8%; GLP1R ag: -4.3%; HT1080 IDH1KD tx: 0.7%; GLP-1R inv ag: -1.7%; SW480 rerep: 4.8%; HEK293 tox: 4.1%; KB-V1 cytotox: -19.4%; HT1080NT lethal: 1.7%

Results for COc1ccc(-n2nnc3c(SC(C(C)=O)C(=O)N(C)C)ncnc32)cc1 (centres undefined) ?
TDP-43 yeast inh: -93.6%[inhibitor]; KB-3-1 cytotox: -2.0%; GLP1R ag: -0.8%; HT1080 IDH1KD tx: 17.5%; GLP-1R inv ag: 6.9%; SW480 rerep: 15.8%; HEK293 tox: -11.4%; KB-V1 cytotox: 0.0%; HT1080NT lethal: 3.2%

Results for CCOCC(=O)Nc1nnc(C)s1 ?
TDP-43 yeast inh: -19.7%; KB-3-1 cytotox: -26.0%; GLP1R ag: -10.4%; HT1080 IDH1KD tx: -5.9%; GLP-1R inv ag: 3.5%; SW480 rerep: -2.9%; HEK293 tox: 0.1%; KB-V1 cytotox: 2.0%; HT1080NT lethal: -0.4%

What do the screens show for `CCOc1ccc(CCNc2nc3ccc(C)cc3n3cnnc23)cc1OCC`?
TDP-43 yeast inh: 18.1%; KB-3-1 cytotox: 5.5%; GLP1R ag: 20.9%; HT1080 IDH1KD tx: -6.8%; GLP-1R inv ag: 34.4%[activator]; SW480 rerep: 1.0%; HEK293 tox: -14.1%; KB-V1 cytotox: 10.9%; HT1080NT lethal: 17.4%

Results for COc1ccc(OCC(O)CNC(=O)c2ccccc2)cc1 (centres undefined) ?
TDP-43 yeast inh: 7.4%; KB-3-1 cytotox: 3.8%; GLP1R ag: 4.3%; HT1080 IDH1KD tx: 5.3%; GLP-1R inv ag: 0.7%; SW480 rerep: -20.2%; HEK293 tox: 6.9%; KB-V1 cytotox: 7.5%; HT1080NT lethal: 1.2%

Results for CCC(CO)Nc1ncnc2c1cnn2-c1ccc(C)cc1 (centres undefined) ?
TDP-43 yeast inh: 10.4%; KB-3-1 cytotox: 3.3%; GLP-1R inv ag: inconclusive; HEK293 tox: -17.2%; KB-V1 cytotox: inconclusive

How did COc1ccc(NC(=O)N(C)[C@H]2C[C@H]3c4[nH]c5ccccc5c4CCN3C(=O)[C@H]2[C@H](C)O)cc1 do in these assays?
TDP-43 yeast inh: 0.0%; KB-3-1 cytotox: -7.6%; GLP1R ag: 9.6%; HT1080 IDH1KD tx: -4.2%; GLP-1R inv ag: 0.8%; HEK293 tox: 23.2%; KB-V1 cytotox: -12.2%; HT1080NT lethal: -3.7%

How did O=C(NCc1ccncc1)c1ccc(Cl)c(S(=O)(=O)N2CCCCC2)c1 do in these assays?
TDP-43 yeast inh: -15.8%; KB-3-1 cytotox: -5.0%; GLP1R ag: 0.0%; HT1080 IDH1KD tx: 0.0%; GLP-1R inv ag: -16.0%; SW480 rerep: -0.7%; HEK293 tox: -0.3%; KB-V1 cytotox: inconclusive; HT1080NT lethal: -13.5%

What do the screens show for `CCCOc1ccc(/C=N/NC(=O)CN2CCCCC2)cc1OCC`?
TDP-43 yeast inh: 28.0%; KB-3-1 cytotox: 20.8%; GLP1R ag: -0.8%; HT1080 IDH1KD tx: -4.6%; GLP-1R inv ag: 1.0%; SW480 rerep: inconclusive; HEK293 tox: 11.7%; KB-V1 cytotox: 22.0%; HT1080NT lethal: -2.9%

Results for Nc1nc(-c2ccc3c(c2)CCCC3)c(CC(=O)O)s1 ?
TDP-43 yeast inh: 7.0%; KB-3-1 cytotox: 7.4%; GLP1R ag: 4.0%; HT1080 IDH1KD tx: -0.3%; GLP-1R inv ag: 14.5%; SW480 rerep: -12.1%; HEK293 tox: -0.6%; KB-V1 cytotox: 28.8%; HT1080NT lethal: -15.1%

How did O=[N+]([O-])c1ccc(Cl)c(CN2CCC(O)CC2)c1 do in these assays?
TDP-43 yeast inh: 12.5%; KB-3-1 cytotox: 1.8%; GLP1R ag: -0.6%; HT1080 IDH1KD tx: 6.6%; GLP-1R inv ag: 0.2%; SW480 rerep: -1.5%; HEK293 tox: -10.5%; KB-V1 cytotox: -14.1%; HT1080NT lethal: 13.6%

Results for COc1ccc(-n2c(C)cc(/C=N/Nc3nc(N4CCOCC4)nc(N4CCOCC4)n3)c2C)cc1 ?
TDP-43 yeast inh: 0.9%; KB-3-1 cytotox: 4.0%; GLP1R ag: 2.0%; HT1080 IDH1KD tx: -6.6%; GLP-1R inv ag: -11.1%; SW480 rerep: 11.5%; HEK293 tox: -3.7%; KB-V1 cytotox: -6.0%; HT1080NT lethal: -13.8%

Results for CC(=O)Nc1ccc([N+](=O)[O-])cn1 ?
TDP-43 yeast inh: 18.3%; KB-3-1 cytotox: -2.2%; GLP1R ag: -0.5%; HT1080 IDH1KD tx: 15.6%; GLP-1R inv ag: 0.3%; SW480 rerep: -0.8%; HEK293 tox: -13.2%; KB-V1 cytotox: 5.0%; HT1080NT lethal: 12.0%

How did COc1cc(C(C(=O)NC(C)(C)C)N(Cc2ccccc2)C(=O)c2cnccn2)cc(OC)c1OC (centres undefined) do in these assays?
TDP-43 yeast inh: -16.4%; KB-3-1 cytotox: 17.3%; GLP1R ag: 2.8%; HT1080 IDH1KD tx: 4.3%; GLP-1R inv ag: 0.0%; SW480 rerep: inconclusive; HEK293 tox: 13.3%; KB-V1 cytotox: -19.2%; HT1080NT lethal: 5.4%

What do the screens show for `Cc1cccnc1NC(=O)C1CC(=O)N(c2ccc3c(c2)OCCO3)C1` (centres undefined)?
TDP-43 yeast inh: 19.7%; KB-3-1 cytotox: -2.5%; GLP1R ag: 8.4%; HT1080 IDH1KD tx: 5.6%; GLP-1R inv ag: 13.9%; SW480 rerep: -10.2%; HEK293 tox: -5.0%; KB-V1 cytotox: 4.5%; HT1080NT lethal: 6.5%

What do the screens show for `O=C(Nc1ccncc1)c1ccc2c(c1)OCCO2`?
TDP-43 yeast inh: -4.3%; KB-3-1 cytotox: inconclusive; GLP1R ag: 7.8%; HT1080 IDH1KD tx: -10.3%; GLP-1R inv ag: 14.7%; SW480 rerep: -9.2%; HEK293 tox: 11.1%; KB-V1 cytotox: inconclusive; HT1080NT lethal: 0.8%

Results for COc1ccc(-c2c(-c3ccccc3OC)sc3ccccc23)cc1 ?
TDP-43 yeast inh: 1.3%; KB-3-1 cytotox: -23.9%; GLP1R ag: 2.7%; HT1080 IDH1KD tx: 6.5%; GLP-1R inv ag: inconclusive; SW480 rerep: 12.1%; HEK293 tox: 9.0%; KB-V1 cytotox: -11.8%; HT1080NT lethal: 1.3%

Results for C[C@@H]1CN([C@H](C)CO)C(=O)c2cc(Br)cnc2O[C@@H]1CN(C)C(=O)c1ccccc1 ?
TDP-43 yeast inh: 20.1%; KB-3-1 cytotox: 10.1%; GLP1R ag: 0.3%; HT1080 IDH1KD tx: 5.7%; GLP-1R inv ag: 0.5%; HEK293 tox: -8.1%; KB-V1 cytotox: 0.2%; HT1080NT lethal: 11.8%

How did COc1ccc(OCC(=O)Nc2ccc(C(=O)Nc3ccccc3C(=O)O)cc2)cc1 do in these assays?
TDP-43 yeast inh: 15.7%; KB-3-1 cytotox: -2.7%; GLP1R ag: -4.9%; HT1080 IDH1KD tx: -1.5%; GLP-1R inv ag: 66.4%[activator]; SW480 rerep: 2.3%; HEK293 tox: 5.7%; KB-V1 cytotox: 17.3%; HT1080NT lethal: -4.8%

Results for COc1ccccc1N(CC(=O)N1CCCCCC1)S(C)(=O)=O ?
TDP-43 yeast inh: -1.6%; KB-3-1 cytotox: 13.3%; GLP1R ag: -1.6%; HT1080 IDH1KD tx: 9.2%; GLP-1R inv ag: 8.4%; SW480 rerep: inconclusive; HEK293 tox: 12.9%; KB-V1 cytotox: 3.7%; HT1080NT lethal: 3.3%

Results for COc1ccccc1NC(=O)C1=C(C)Nc2nc(SCc3ccccc3Cl)nn2C1c1cccnc1 (centres undefined) ?
TDP-43 yeast inh: -9.4%; KB-3-1 cytotox: 13.7%; GLP1R ag: -1.2%; GLP-1R inv ag: 2.5%; HEK293 tox: 4.0%; KB-V1 cytotox: 15.9%

How did Cc1ccc(N2C(=O)CS(=O)(=O)CC2=O)cc1 do in these assays?
TDP-43 yeast inh: -7.1%; KB-3-1 cytotox: -10.9%; GLP1R ag: -0.6%; HT1080 IDH1KD tx: -0.7%; GLP-1R inv ag: inconclusive; SW480 rerep: 14.5%; HEK293 tox: -25.2%; KB-V1 cytotox: 0.3%; HT1080NT lethal: -6.9%

Results for Cn1nc(C(F)(F)F)c(/C=N/OC(=O)c2ccccc2)c1SCc1ccc(Cl)cc1 ?
TDP-43 yeast inh: 11.6%; KB-3-1 cytotox: -17.0%; GLP1R ag: -11.3%; HT1080 IDH1KD tx: 19.9%; GLP-1R inv ag: -9.7%; SW480 rerep: 18.3%; HEK293 tox: -3.3%; KB-V1 cytotox: 18.4µM*; HT1080NT lethal: 10.8%

What do the screens show for `COc1ccc(C(=O)C(OC(=O)c2ccc(C)c(NC(C)=O)c2)c2ccccc2)cc1` (centres undefined)?
TDP-43 yeast inh: 5.3%; KB-3-1 cytotox: -1.7%; GLP1R ag: 7.5%; HT1080 IDH1KD tx: -6.6%; GLP-1R inv ag: 0.0%; SW480 rerep: -8.6%; HEK293 tox: -23.9%; KB-V1 cytotox: -2.0%; HT1080NT lethal: -13.2%

From PubChem
